TRPC4 block = TRPC4 (mouse) channel inhibition; HEK293 TRPC4beta/mu-opioid, DAMGO-evoked Fluo4 calcium flux; stronger effect = lower value; hit rate 0.39% among 300,000; B-score at 10 µM;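 active = B-score over 3 SD under the library average, no early fluorescence shift, positive overall ratio signal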
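material = TRPC4beta/mu-opioid receptor HEK293 cell line | probe or stimulus = sequential submaximal and maximal DAMGO stimulation | compound dosing = one concentration per compound | measured by = Fluo4 Ca2+ flux fluorescence | evaluation = integrated fluorescence ratio relative to baseline, converted to per-well B score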
TRPC6 inh = blocks the mouse TRPC6 cation channel. HEK293-TRPC6, membrane potential dye, ACh-evoked depolarization; stronger effect = lower value. hit rate 1.1% among 310,000. B-score at 10 µM. Q61143;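 active = B-score under library mean minus 3 SD, initial fluorescence not abnormally high, positive integrated signal ratio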;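 also: B-score derived from integrated fluorescence ratio over the kinetic read; more negative B-score means stronger inhibition of depolarization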
Target sequence (Q61143 whole entry, looked up): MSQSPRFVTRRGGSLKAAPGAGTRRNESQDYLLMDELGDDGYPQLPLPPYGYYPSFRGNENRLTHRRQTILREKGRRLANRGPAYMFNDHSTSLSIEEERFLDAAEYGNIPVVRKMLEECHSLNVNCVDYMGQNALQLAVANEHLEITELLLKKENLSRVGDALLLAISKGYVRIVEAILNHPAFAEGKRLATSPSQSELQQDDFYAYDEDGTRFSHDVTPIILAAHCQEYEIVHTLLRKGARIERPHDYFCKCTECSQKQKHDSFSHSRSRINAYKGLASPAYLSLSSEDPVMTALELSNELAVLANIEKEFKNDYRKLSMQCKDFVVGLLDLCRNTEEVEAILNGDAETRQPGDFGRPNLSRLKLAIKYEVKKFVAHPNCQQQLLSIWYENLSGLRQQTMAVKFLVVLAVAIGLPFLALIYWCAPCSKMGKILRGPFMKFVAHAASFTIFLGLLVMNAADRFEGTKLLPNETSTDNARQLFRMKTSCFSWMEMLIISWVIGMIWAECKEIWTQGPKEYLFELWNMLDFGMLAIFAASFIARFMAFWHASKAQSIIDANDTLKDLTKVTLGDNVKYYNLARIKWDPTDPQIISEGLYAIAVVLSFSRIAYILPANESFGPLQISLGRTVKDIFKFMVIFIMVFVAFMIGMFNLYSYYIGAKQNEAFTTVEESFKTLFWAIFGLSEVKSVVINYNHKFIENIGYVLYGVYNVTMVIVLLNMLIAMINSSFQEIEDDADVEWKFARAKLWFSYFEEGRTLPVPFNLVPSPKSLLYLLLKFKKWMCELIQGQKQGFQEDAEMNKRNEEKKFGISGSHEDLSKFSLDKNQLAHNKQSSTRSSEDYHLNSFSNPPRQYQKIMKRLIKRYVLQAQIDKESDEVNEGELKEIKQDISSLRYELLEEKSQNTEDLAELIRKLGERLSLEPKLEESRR
MrgX1 antag = antagonists of human MrgX1 receptor; MRGX1-HEK293 calcium flux, Fluo-4, BAM8-22 antagonism; stronger effect = lower value; B-score at 10 µM; Q96LB2; AID 588676; hit rate 1.3% among 310,000;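 active = calcium-response B-score plate-corrected more than 3 library SD below zero, starting fluorescence within 5 deviations, no agonist response on first addition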;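 also: peak minus trough fluorescence over baseline after final BAM8-22 challenge near maximal dose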
MrgX1 ag = activates human MrgX1 receptor signaling; hit rate 0.44% among 310,000; Q96LB2; MrgX1-HEK293 cells, Fluo-4 calcium fluorescence, agonist mode; stronger effect = higher value; B-score at 10 µM;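 active = calcium response B-score plate-corrected fluorescence ratio at least 3 library SD, with starting fluorescence B-score inside 5 SD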
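Test system: Stable human MrgX1 HEK293 cell line | Schedule: Overnight plating before 1 h dye loading | Read-out basis: Baseline-normalised fluorescence change ratio, B-scored | Detection: Kinetic calcium dye fluorescence, Fluo-4 NW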
TRPC6 activator = mouse TRPC6 channel activation | Q61143 | HEK293-TRPC6 membrane potential dye fluorescence; stronger effect = higher value | B-score at 10 µM | hit rate 0.13% among 310,000 | AID 2550;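 active = B-score of the integrated fluorescence ratio above library mean plus 3 SD, and starting fluorescence ratio within library mean plus 5 SD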;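 also: higher score means more depolarization so channel activation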
RGS4 pot = potentiators or activators of RGS4 | B-score at 10 µM | hit rate 0.92% among 310,000 | AID 463111 | HEK293 M3R/inducible RGS4, carbachol calcium flux Fluo4; stronger effect = lower value;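 active = B-score of the integrated calcium signal more than 4 SD below the library mean, with starting fluorescence not abnormally high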;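 also: negative B-score means reduced calcium response which marks RGS4 activation or potentiation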
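test system = HEK293 cells with stable M3R and inducible RGS4 | schedule = recording 10 s baseline at 1 Hz, 100 s post-agonist | technique = Fluo4-AM (2 µM) calcium-flux fluorescence, kinetic read | measure = Agonist-evoked peak-minus-minimum fluorescence over baseline, integrated ratio, B score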
HIF activator = HIF pathway transcriptional activation. U2OS HRE-luciferase reporter, luminescence; normalized: DMSO 0%, desferrioxamine 100%. activation, % at 7.5 µM (by protocol). hit rate 0.32% among 300,000;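 active = mean activation of at least 10% of the iron chelator positive control signal, with at least half of replicates also reaching 10%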
RGS4 inh = human RGS4 inhibition. AID 463165. HEK293 M3R/RGS4 inducible, Fluo-4 calcium flux; stronger effect = higher value; triggered by carbachol at its EC20. hit rate 0.45% among 310,000. B-score at 10 µM;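 active = B-score, a plate-corrected calcium signal, over three deviations above library mean, with baseline fluorescence within five deviations of library mean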;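 also: RGS4 expression induced by doxycycline in cells with stable M3 receptor; B-score is computed from the integrated fluorescence ratio over baseline after carbachol; higher B-score means a larger calcium signal and so more RGS4 inhibition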
SKKanGAS inh = SKKanGAS growth inhibition; hit rate 1.3% among 300,000; S. pyogenes SKKanGAS, kanamycin growth, BacTiter-Glo, 6 h; inhibition, % at 7.5 µM;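 active = mean replicate score, as percent of positive control median, at least 50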;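 also: strain carries kanamycin resistance gene driven by streptokinase promoter and grows in 40 µg/ml kanamycin; loss of luminescence reflects streptokinase promoter inhibition or plain growth inhibition; 0% = median of DMSO wells and 100% = positive control at its reference dose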
MrgX1 allo act = allosterically activates human MrgX1 receptor signaling; B-score at 10 µM; AID 588675; MrgX1-HEK293, Fluo-4 calcium flux, FDSS; stronger effect = higher value; hit rate 0.63% among 310,000;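 active = plate-corrected calcium response at least 3 library SD above typical, normal starting fluorescence, not activating the receptor alone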;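 also: compound read alongside a low EC10 to EC30 dose of BAM8-22 agonist; peak minus trough fluorescence over baseline measured at the second addition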
Platelet DG rel = platelet dense granule release activity; human platelet-rich plasma, SFLLRN dense granule ATP release, luminescence; inhibition, %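 (compounds screened at 7.5 µM in platelet-rich plasma)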; hit rate 0.22% among 300,000;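 active = mean replicate score, as percent of positive control, at or above 50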
The depositor's hits bear a star; i = inactive; / = no result given.

SMILES,TRPC4 block,TRPC6 inh,MrgX1 antag,MrgX1 ag,TRPC6 activator,RGS4 pot,HIF activator,RGS4 inh,SKKanGAS inh,MrgX1 allo act,Platelet DG rel
COCC(C)NC(=O)c1ccc(Cl)c(Cl)c1 (centres undefined),i,i,-8.8*,i,i,i,0.6,i,-4,i,2
C1CSC2(N1)C1CC3CC2CC(C1)C31NCCS1 (centres undefined),i,i,i,i,i,i,-0.3,i,-2,i,3
CC1CCCCN1CCCNC(=O)c1ccc(NC(=O)C2=CSCCO2)cc1 (centres undefined),i,i,i,i,i,i,-0.2,i,-11,i,13
Cc1cc(C(=O)NNC(=S)NCC(C)C)no1,i,i,i,i,i,i,-0.1,i,3,i,0
CCCNC(=O)c1ccc2c(=O)n3c(-c4ccc(C)cc4)csc3nc2c1,i,i,i,i,i,i,-0.1,i,-5,i,2
Cc1ccc(Nc2cc(C)nc(-c3ccccc3O)n2)cc1,i,i,i,i,i,i,4.0,i,17,i,-1
COc1ccc(C)cc1NC(=O)C/C(C)=N/NC(=O)Cc1cccc2ccccc12,i,i,i,i,i,i,-0.2,i,-12,i,-10
C/C(=N\O)c1ccc(Cl)c(Cl)c1,i,i,i,i,i,i,0.1,i,-4,i,-6
CCOc1cc(/C=N/Nc2nn3cnnc3c3ccccc23)ccc1O,i,i,i,i,i,i,1.7,i,5,i,16
Cc1ccccc1NC(=O)CN1CCOCC1,i,i,i,35*,14*,i,-0.1,i,0,i,-3
COCC(=O)OCn1nnc2ccccc2c1=O,i,i,i,i,i,i,1.5,i,7,i,4
O=C(OCC(=O)N1CCCC1)c1ccc(S(=O)(=O)N2CCOCC2)cc1,i,i,i,i,i,i,-0.5,i,3,i,-5
O=C(O)CCCN1C(=O)/C(=C\C(Cl)=C\c2ccccc2)SC1=S,i,i,i,i,i,i,-2.9,15*,65*,i,-1
O=C(NC1CCCC1)C(c1ccncc1)N(C(=O)Cc1cccs1)c1ccc(F)cc1 (centres undefined),i,i,i,i,i,i,0.2,i,-2,i,-3
CCOc1cc2[nH]c(=S)n(CCCC(=O)NCc3ccccn3)c(=O)c2cc1OCC,i,i,i,i,i,i,0.0,i,6,i,-5
COc1ccc(C2=NOC(C(=O)Nc3ccc4c(c3)OCCO4)C2)c(OC)c1 (centres undefined),i,i,i,i,i,i,0.4,i,2,i,-4
CN1CC(=O)Nc2ccccc2C1=O,i,i,i,i,i,i,-2.6,i,7,i,-1
Cc1ccc(NC(=S)NCc2ccc(F)cc2)cc1,i,i,i,i,i,i,0.3,i,-13,i,2
COc1ccccc1CCC(=O)OCC(=O)Nc1c(C)nn(-c2ccccc2)c1C,i,i,i,i,i,i,0.2,i,1,i,1
O=C(CCn1c(=S)[nH]c2ccccc2c1=O)NCCSCc1ccccc1,i,i,i,i,i,i,-0.6,i,-8,i,-6
CSC(=Nc1cccc(C)c1)NC#N,i,i,i,i,i,i,1.0,i,-4,i,-15
NS(=O)(=O)c1ccc(CNS(=O)(=O)c2cc(Cl)ccc2Cl)cc1,i,i,i,i,i,i,-0.2,i,-9,i,-4
CC(C)n1cc(NC(=O)COc2ccccc2Cl)cn1,i,i,i,i,i,i,-0.4,i,-5,i,0
Cc1cccn2c(=O)c3cc(C(=O)N4CCCCC4)sc3nc12,i,i,i,i,i,i,1.7,i,-4,i,4
C=CCn1c(CCC(=O)Nc2ccc(C)c(Cl)c2)nnc1SCC(=O)Nc1ccccc1C,i,i,i,i,i,i,-0.6,i,-1,i,2
Cc1ccc(C(=O)NCCCc2ccccc2)c(C)c1,i,i,i,i,i,i,1.6,i,-23,i,-4
CC1CCN(CCc2nc3cc(NS(=O)(=O)c4ccccc4)ccc3n2C)CC1,i,i,i,i,i,i,1.6,i,4,i,0
CCN(CC)C(=O)c1[nH]cnc1C(=O)NCC(=O)OCc1ccccc1,i,i,i,i,i,i,-2.0,i,1,i,-1
Cc1ccc2nc(SCCC(=O)O)cc(C)c2c1,i,i,i,i,i,i,0.0,i,-12,i,4
Cc1ccc(NC(=O)CN(C)CC(=O)Nc2sc3c(c2C(N)=O)CCC3)cc1,i,i,i,i,i,i,0.1,i,9,i,2
CS(=O)(=O)N1CCN(c2ccccc2[N+](=O)[O-])CC1,i,i,i,i,i,i,-0.1,i,1,i,-1
O=C(COC(=O)COc1ccc2ccccc2c1)NCC(F)(F)F,i,i,i,i,i,i,-0.7,i,2,i,-4
COc1ccc(NC(=O)c2ccc3c(c2)NC(=O)CO3)cc1OC,i,i,i,i,i,i,-0.2,i,-4,i,13
COc1ccc(-n2c(C)nc3cc(C(=O)NCc4ccco4)ccc32)cc1,i,i,i,i,i,i,-0.6,i,-2,i,11
COC(=O)CC1C(=O)NCCN1C(=O)Nc1ccc(Cl)cc1 (centres undefined),i,i,i,i,i,i,0.0,i,-1,i,7
O=C(CNC(=O)c1cccc(F)c1)OCC(=O)N1CCCCC1,i,i,i,i,i,i,0.5,i,-5,i,0
O=C(c1ccc(CSc2nc3ccncc3[nH]2)cc1)N1CCCCCC1,i,i,i,i,i,i,0.4,i,1,i,0
COc1cccc(N=CC2=C(O)CC(C)(C)CC2=O)c1,i,i,i,i,i,i,0.3,i,-12,i,1
O=Cc1ccc(-c2cccc(C(=O)O)c2)o1,i,i,i,i,i,i,0.2,i,-4,i,1
COCCN(CCOC)c1nc(N)c2c(N)nc3c(c2c1C#N)CC(=O)N3Cc1ccc(Cl)cc1,i,i,i,i,i,i,0.4,i,27,i,-9
COc1ccc(S(=O)(=O)NCCSCc2cccs2)cc1,i,i,i,i,i,i,0.0,i,-24,i,13
COC(=O)[C@@H](Cc1c[nH]c2ccccc12)NC(=O)CCC(=O)c1ccc(Br)cc1,i,i,i,i,i,i,-1.1,i,2,i,-1
COc1ccc(/C(C)=N/Nc2nc(C)c(C(C)=O)s2)cc1,i,i,i,i,i,i,-0.3,i,4,i,0
CCn1c(SCC(=O)N(C)C2CCS(=O)(=O)C2)nnc1-c1cccs1 (centres undefined),i,i,i,i,i,i,-0.6,i,-13,i,-10
Cc1cc(C)c(S(N)(=O)=O)c(C)c1N(C)S(=O)(=O)c1ccc(Cl)cc1,i,i,i,i,i,i,-0.9,i,5,i,2
C/C(=N\NC(=O)OC(C)(C)C)c1ccccc1Br,i,i,i,i,i,i,2.8,i,1,i,0
CCOC(=O)c1c(S(=O)(=O)N(C)C2CCCCC2)c(C)n(C)c1C,i,i,i,i,i,i,0.3,i,1,i,-6
CCn1c(=O)cc(OCC(=O)NCc2cccs2)c2ccccc21,i,i,i,i,i,i,-0.2,i,-3,i,0
COc1ccc(C(C(=O)NC(C)(C)C)N(C(=O)Cn2nnc3ccccc32)c2cccc(C(C)=O)c2)cc1O (centres undefined),i,i,i,i,i,i,0.2,i,/,i,9
O=c1c2ccccc2cnn1Cc1n[nH]c(=S)n1-c1ccc(F)cc1,i,i,i,i,i,i,-0.4,i,-2,i,0

(next part)
SMILES,TRPC4 block,TRPC6 inh,MrgX1 antag,MrgX1 ag,TRPC6 activator,RGS4 pot,HIF activator,RGS4 inh,SKKanGAS inh,MrgX1 allo act,Platelet DG rel
CC(NC(=O)Nc1ccc(Br)cc1)C(C)(C)C (centres undefined),i,i,i,i,i,i,0.8,i,-15,7.8*,-2
CCOC(=O)C1(C)C=C(Nc2ccc(OCC)cc2)C(=O)N1c1ccccc1 (centres undefined),i,i,i,i,i,i,0.3,i,-17,i,2
O=C(CN(c1ccccn1)S(=O)(=O)c1ccc(F)cc1)Nc1ccc(F)cc1F,i,i,-5.6*,i,i,i,-0.3,i,6,i,11
COc1ccc(-c2nsc(SCC(=O)Nc3cc(C)on3)n2)cc1,i,i,i,i,i,i,0.4,i,3,i,-1
CCN(Cc1ccccc1)C(=O)CN1C(=O)COc2ccc(S(=O)(=O)NC3CCCC3)cc21,i,i,i,i,i,i,-0.6,i,-7,i,13
Cc1c(C#N)c(N=CN(C)C)c(C(=O)c2ccccc2)n1-c1ccccc1,i,i,i,i,i,i,-0.5,i,-11,i,-3
COc1c(OC(C)=O)ccc(/C=C/c2ccc3ccccc3n2)c1[N+](=O)[O-],i,i,i,i,i,i,3.1,i,-1,i,40
Cc1nn(S(=O)(=O)c2ccccc2)c(C)c1S(=O)(=O)N1CCC(C)CC1,i,i,i,i,i,i,-0.4,i,-3,i,2
CCN(CC(=O)NCc1cccs1)C(=O)CCc1c[nH]c2ccccc12,i,i,i,i,i,i,0.3,i,3,i,-1
O=C(Nc1ccc(NC(=O)c2ccccc2Cl)nc1)c1ccncc1,i,i,i,i,i,i,-0.2,i,2,i,3
C/C(=N\NC(=O)c1ccc(NS(=O)(=O)c2cccs2)cc1)c1ccncc1,i,i,i,i,i,i,-0.5,i,8,i,-1
CCOC(=O)N1CCN(Cc2cc(=O)oc3ccc(Cl)cc23)CC1,i,i,i,i,i,i,-0.1,i,-8,i,-9
COc1ccc(NC(=O)CN2CCN(CC(=O)Nc3ccc(OC)cc3)CC2)cc1,i,i,i,i,i,i,-0.5,i,-4,i,15
CCc1ccc(C(=O)COC(=O)CNC(=O)COc2ccccc2)cc1,i,i,i,i,i,i,-0.1,i,0,i,4
COc1ccccc1CN1CCCC(CN(CCN(C)C)C(=O)C2CCCC2)C1 (centres undefined),i,i,i,i,i,i,0.5,i,4,i,-1
O=S(=O)(Nc1cccc(-n2cnnn2)c1)c1ccc(Cl)nc1,i,i,i,i,i,i,-0.1,i,-1,i,4

Structures shown so far containing a nitro group on carbon, in the order listed:
SMILES,TRPC4 block,TRPC6 inh,MrgX1 antag,MrgX1 ag,TRPC6 activator,RGS4 pot,HIF activator,RGS4 inh,SKKanGAS inh,MrgX1 allo act,Platelet DG rel
CS(=O)(=O)N1CCN(c2ccccc2[N+](=O)[O-])CC1,i,i,i,i,i,i,-0.1,i,1,i,-1
COc1c(OC(C)=O)ccc(/C=C/c2ccc3ccccc3n2)c1[N+](=O)[O-],i,i,i,i,i,i,3.1,i,-1,i,40

Outcome played no part in choosing rows; any-hit rate near 6.1%.
